Lipid storage S3: qHTS Assay for Lipid Storage Modulators in Drosophila S3 Cells; AID 2685; Drosophila S3 cells, BODIPY lipid droplet fluorescence, 18-24 h; cells fed with added oleic acid; hit rate 0.64% among 320,000; Potency in µM for hits, for the others lipid storage change, negative = inhibition, % at the top dose, mostly 46.1 µM; active = well fitted inhibition curve with a large enough effect in the signal ratio, with a control signal flat, not every such curve was filed as active; inconclusive = small, poorly fitted or top-dose-only effect, or effect the other way, or a change in a side signal; the % refers to the signal ratio
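Drosophila S3 cells loaded with oleic acid (400 uM, as added) and compounds at several concentrations; lipid droplets imaged by 488-nm laser-scanning cytometry, 500–530 nm intensity and object ratio to cell channel. Percent activity normalized to 20 uM Triacsin C.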
Lipid storage S3 cell count max: further read-out of Lipid storage S3, marked with its call; cell number change, %; measured here: cell count max response;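 cells counted by Cell Tracker Red CMTPX staining in the red channel; peak over a dose series mostly up to 46.1 µM; percent activity relative to internal control wells on each plate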
The depositor's hits bear a star; i = inactive; u = inconclusive; x = not tested or not shown; [ ] = dose if it differs, or a comment. % is scaled to controls: 0 for no effect and ±100 for the full control effect; potency is read from the fitted curve at half-maximal effect. An excerpt; rates above refer to the full screens.

The line under a structure holds: Lipid storage S3 cell count max	Lipid storage S3
(1) CCCCN(C)C(=S)Nc1ccc2nc(N3CCN(CC)CC3)cc(C)c2c1
  x	u
(2) Cc1cccc(-n2c(SCc3cc(=O)n4c(C)cccc4n3)nc3[nH]ncc3c2=O)c1
  12.5	i
(3) COc1ccc(C(=O)N/N=C/c2c[nH]c3ccccc23)cc1
  x	u
(4) CN1CCNC(=O)C1CC(=O)O (stereo unspecified)
  x	u
(5) CN(C)CCNc1oc(-c2ccccc2F)nc1C#N
  x	u
(6) Cc1ccc(NC(=O)C(=O)c2ccc(C)cc2)cc1
  -12.7	i
(7) CC(C)Cn1c2ccccc2c2cc(C(=O)O)ccc21
  x	u
(8) CCOC(=O)c1[nH]c(C)c(C(=O)Nc2ccc(C)c(F)c2)c1C
  x	u
(9) Cc1ccc(Sc2c([N+](=O)[O-])c(=O)n(C)c3ccccc23)cc1
  x	u
(10) O=C(Cn1cc(C(=O)c2cccs2)c2ccccc21)NC1CCCCC1
  x	i
(11) CCOc1ccc(CC(=O)NNC(=S)Nc2ccccc2)cc1Br
  x	u
(12) O=C(c1ccc(S(=O)(=O)c2ccc(Cl)cc2)cc1)N1CCOCC1
  4.4	-2.6%
(13) CC(=O)c1c(C)n(CCc2ccc(Cl)cc2)c2ccc(O)cc12
  4.7	i
(14) C/C(Cn1nnc([N+](=O)[O-])n1)=N\NC(=O)c1ccccc1
  14.8	9.2%
(15) CN(Cc1ccccc1)C(=O)CN(Cc1ccccc1)S(C)(=O)=O
  1.0	2.0%
(16) CCC1SC(C)C/C(=N/NC(N)=O)C1C (stereo unspecified)
  -8.1	-17.0%
(17) Cc1cc(C(=O)CSc2nncs2)c(C)n1-c1ccc2c(c1)OCO2
  x	u
(18) Cc1cc(C)cc(NC(=O)c2cc(C)nn2C)c1
  -10.9	-0.7%
(19) COc1ccc(Cl)cc1NS(=O)(=O)c1cccc(C(=O)NCC2CCCO2)c1 (stereo unspecified)
  8.7	-14.8%
(20) O=C1c2cccc3cccc(c23)C(=O)N1CCCN(C(=O)c1cccs1)c1cccc(F)c1
  x	u
(21) CC(=O)Nc1ccc(S(=O)(=O)N(C)CC(=O)OC(C)C(=O)NC2CCCC2)cc1 (stereo unspecified)
  15.8	10.6%
(22) CC(=O)N1CCC(c2c[nH]c3ccccc23)CC1
  0.8	6.4%
(23) O=C(O)C1CSC(c2ccccc2Cl)N1C(=O)c1ccc(Cl)cc1 (stereo unspecified)
  x	u
(24) Cc1cc(C)nc(CCNC(=O)c2cc(COc3c(C)cccc3C)on2)n1
  24.6	-7.2%
(25) COC(=O)c1ccc(CNC(=O)C23CC4CC(CC(C4)C2)C3)cc1
  17.1	i
(26) COc1ccc(NC(=O)CN(C)C(=O)c2cccc3ccccc23)cc1
  x	u
(27) COc1ccc(C(=O)NC(=S)N2CCOCC2)cc1OC
  x	u
(28) CCOC(=O)C1=C(SCC)c2cc3c(n2C1=O)CCCC3
  -1.1	-2.3%
(29) O=CN1CCN(C2CC(=O)N(c3ccc4c(c3)OCO4)C2=O)CC1 (stereo unspecified)
  x	i
(30) O=S(=O)(Nc1ccccn1)c1cc(Cl)ccc1Cl
  x	u
(31) CCOCCCN(C)C1CCN(C(=O)c2oc3ccccc3c2NC(=O)Cc2cccc([N+](=O)[O-])c2)CC1
  x	u
(32) Oc1ccc(/C=N/Nc2ncc(Br)cn2)c(O)c1
  x	u
(33) c1ccc2cc(OCCN3CCCC3)ccc2c1
  -3.9	12.1%
(34) CC(=O)Nc1cc(O)cc(O)c1
  -14.9	-6.2%
(35) C[C@@H]1C[C@H](Nc2ccccc2)c2ccccc2N1C(=O)c1cccnc1
  x	u
(36) CCN(CC)S(=O)(=O)c1ccc(OC)c(NC(=O)COc2ccccc2[N+](=O)[O-])c1
  x	u
(37) O=C(NCc1ccc(F)cc1)C1CCCN(S(=O)(=O)c2cccnc2)C1 (stereo unspecified)
  x	-11.3%
(38) CCOC(=O)CN1N=C(/C=C/c2ccc(OC)cc2)CCC1=O
  x	u
(39) O=c1c2c3c(sc2ncn1/N=C/c1ccco1)CCCC3
  6.2	-22.5%
(40) COc1cccc(C(C(=O)NC2CCCC2)N(Cc2ccccc2OC)C(=O)c2ccco2)c1 (stereo unspecified)
  0.6	2.7%
(41) O=C(CCC(=O)Nc1ccccc1Cl)NNC(=O)Nc1cccc([N+](=O)[O-])c1
  x	u
(42) Cc1c([N+](=O)[O-])c(C(=O)Sc2ccc(Br)cc2)nn1C
  x	u
(43) CN(C(=O)c1cccc(C#N)c1)c1nnc(-c2ccccn2)s1
  x	u
(44) CCN(CC(=O)Nc1c(F)cccc1F)C(=O)c1nn(C)c(=O)c2ccccc12
  x	u
(45) COc1ccc(C(c2c(C)[nH]n(C(N)=S)c2=O)C(C#N)C#N)cc1 (stereo unspecified)
  x	u
(46) Cc1ccc(NC(=O)CSc2nc3c(c(=O)[nH]2)CCC3)c(C)c1
  -19.2	i
(47) CC(=O)c1ccc(Nc2cc(C)nc3ccccc23)cc1
  3.1	11.9%
(48) COc1cc2cc(CN(CCc3ccccc3C)C(=S)NCCCN(C)C)c(=O)[nH]c2cc1OC
  x	u
(49) CCOc1ccc2nnnn2n1
  9.8	-0.2%
(50) COc1ccc(/C=C2\SC(=S)N(CCC(=O)NCCCn3ccnc3)C2=O)cc1
  x	u
(51) COc1cccc(C(=O)OCc2ccccc2C#N)c1O
  x	u
(52) COc1ccccc1NC(=O)c1sc2nc(N3CCOCC3)c3c(c2c1N)CCCC3
  x	u
(53) COc1ccc(NC(=O)c2ccccc2Oc2ccccc2)c(OC)c1
  x	u
(54) COc1cc(CNCc2ccccc2)cc(Cl)c1OC
  x	u
(55) NCCc1c(-c2ccccc2)n(-c2ccccc2)c2ccccc12
  x	u
(56) CC(=O)c1ccc(N=C2NC(=O)C(CO)(CO)S2)cc1
  23.6	i
(57) Cc1nc(-c2ccccc2Cl)sc1C(=O)/C=C/N(C)C
  -8.4	20.5%[9.22 µM]
(58) Clc1ccc(C2CC(c3ccccc3)Nc3ncnn32)cc1 (stereo unspecified)
  x	u
(59) CCOc1ccc(C(=O)OCC(=O)NC(C)C)cc1
  x	u
(60) Cc1cc(/C=N/NC(N)=S)c(C)n1-c1ccc(Br)cc1
  5.1	2.9%

Full records from above:
`COc1cccc(C(=O)OCc2ccccc2C#N)c1O` is entered as Lipid storage S3 cell count max: x; Lipid storage S3: u
`CCOc1ccc2nnnn2n1` is entered as Lipid storage S3 cell count max: 9.8; Lipid storage S3: -0.2%

The list goes on:
The line under a structure holds: Lipid storage S3 cell count max	Lipid storage S3
(61) CCCCCCCCCCCCCCCC(=O)NCCO
  x	u
(62) Brc1ccc(C2=CC(c3ccco3)n3nnnc3N2)cc1 (stereo unspecified)
  x	u
(63) CCOC(=O)c1cc(C)[nH]c(=S)c1C#N
  x	u
(64) COc1cc(C(=O)Nc2ccc3c(c2)C(=O)c2ccccc2C3=O)cc(OC)c1OC
  x	u
(65) Cc1ccc(Cl)c(NC(=O)CCl)c1Cl
  x	u
(66) c1ccc2c(c1)Cc1cc3ccccc3nc1-2
  2.4	19.7%
(67) CSc1nc2nc(-c3cccc(C(F)(F)F)c3)ccn2n1
  -14.9	-0.7%
(68) Cc1ccc(C(=O)C[n+]2ccccc2)cc1
  22.8	i
(69) COc1ccccc1CNC(=O)Cn1cc(Br)ccc1=O
  -8.7	i
(70) Cc1onc(-c2c(Cl)cccc2Cl)c1C(=O)N1CCSCC1
  x	u
(71) Cc1ccc(C)c(Cn2nnc3c(=O)[nH]c(C4CCN(S(=O)(=O)c5ccc(S(=O)(=O)N(C)C)cc5)CC4)nc32)c1
  x	u
(72) CC(NC(=O)c1ccccc1F)c1nnc(SCC(=O)NC2CCCCC2)n1C (stereo unspecified)
  x	u
(73) COCCCNC(=O)c1cn(-c2cccc(OC)c2)c(=O)c2ccccc12
  x	-12.1%
(74) C#CCOCCOCCOCCNc1nc(N2CCN(C(=O)Cn3cc(CCCCN)nn3)CC2)nc(N2CCN(C(=O)[C@H]([C@@H](C)CC)n3cc(CCCCN)nn3)CC2)n1
  x	u
(75) NS(=O)(=O)c1ccc(NC(=O)COC(=O)c2cn(-c3ccccc3)nc2-c2ccccc2)cc1
  -10.9	-19.1%
(76) CCN(c1cccc(C)c1)S(=O)(=O)c1ccc(-c2cc(C)no2)s1
  -7.5	i
(77) CCOC(=O)CC1COCCN1C(=O)CCc1nnc(-c2ccsc2)o1 (stereo unspecified)
  -3.9	-7.5%
(78) CC1CCN(C(=O)c2cc(S(=O)(=O)N3CCOCC3)ccc2N2CCCC2)CC1
  -12.3	1.3%
(79) CCCc1cc2c(cc1NC(=O)c1ccccc1F)OCO2
  x	u
(80) CCC1SC2=NC(C)=C(C(=O)OCC(C)C)C(/C=C/c3ccccc3OC)N2C1=O (stereo unspecified)
  x	u
(81) O=C(COC(=O)[C@@H]1CCCN1S(=O)(=O)c1ccc(Cl)cc1)NC1CCS(=O)(=O)C1 (stereo partly specified)
  x	u
(82) COC(=O)c1c(C(=O)OC)c(-c2cccc(F)c2)n2c1CS(=O)C2 (stereo unspecified)
  10.5	10.1%
(83) O=C(NNC(=O)c1ccccc1-n1cccc1)c1ccc(F)cc1
  -6.9	-12.6%
(84) COc1ccc(-c2nc(CN3CCCC(C(=O)NC4CCCC4)C3)c(C)o2)cc1 (stereo unspecified)
  x	u
(85) Cc1ccc(NC(=O)CCSc2nnc(C)s2)cc1
  2.5	6.4%
(86) COc1ccc(CCNc2ccc(C(CC(N)=O)NC(=O)c3ccccc3)cc2[N+](=O)[O-])cc1 (stereo unspecified)
  8.7	-0.5%
(87) CCOC(=O)c1c(C)[nH]c(C(=O)CN2C(=O)NC(C)(CC(C)C)C2=O)c1C (stereo unspecified)
  x	u
(88) CCN(CC)CCCNC(=O)c1cc2c(-c3ccc(Cl)cc3)nn(C)c2s1
  x	u
(89) NNc1ccc(S(=O)(=O)N2CCCCC2)cn1
  12.5	15.0%
(90) O=C(COC(=O)Cc1ccc(Br)cc1)NCc1ccc2c(c1)OCO2
  x	u
(91) Cc1cccc(C(=O)Oc2ccc(/C=N/NC(=O)c3ccccc3O)cc2)c1
  6.5	8.7%
(92) COCCn1c(C)cc2c(c1=O)C(c1ccco1)C(C#N)=C(N)O2 (stereo unspecified)
  x	u
(93) Cn1cc(CN2CCC(C(=O)Nc3cccc(-c4cccc(F)c4)c3)CC2)cn1
  x	u
(94) COC(=O)c1nnn(-c2nonc2N)c1CSCCO
  12.0	-0.5%
(95) CCOC(=O)C(C)/C(C)=N/NC(=O)CCC(=O)Nc1cc(C)ccc1C (stereo unspecified)
  -1.2	4.0%
(96) CN(C)C(=O)CSc1nnc(Cc2ccc3c(c2)OCO3)o1
  7.3	12.1%
(97) CN(C)c1ccc(NC(=O)CN2C(=O)CC(c3ccccc3)=Nc3ccccc32)cc1
  -2.0	18.7%
(98) CN(CCO)c1cnccn1
  x	u
(99) C[C@@H](NC(=O)c1nc[nH]c1C(=O)N[C@@H](CCCCNC(=O)OC(C)(C)C)C(=O)OC(C)(C)C)c1ccccc1
  10.5	-0.5%
(100) ClCc1cc2ccccc2nc1Cl
  15.6	6.9%
(101) c1ccc(COc2ccc(CNCc3cccs3)cc2)cc1
  x	u
(102) Cc1ccc(NC(=O)C2=NNC(=O)CC2)cc1S(=O)(=O)Nc1ccc(SC(F)F)cc1
  8.8	24.5%
(103) CC(C)CNC(=O)c1ccccc1NC(=O)c1ccccc1N(C)S(=O)(=O)c1ccccc1
  -7.4	-2.1%
(104) CCCC(C)C(=O)Nc1ccc(S(=O)(=O)N2CCCC2)cc1 (stereo unspecified)
  x	u
(105) COc1ccc(CCNC(=O)CCn2c(=O)c3cccn3c3ccc(F)cc32)c(OC)c1OC
  x	u
(106) COc1ccc(N2CCN(C(=O)c3[nH]c4ccc(OC)cc4c3C)CC2)cc1
  x	u
(107) CCCCCCS(=O)[C@H]1CS(=O)(=O)C[C@@H]1S(=O)CCCCCC (stereo partly specified)
  x	u
(108) Cn1c(CC(=O)NNC(=O)c2cccnc2)nc2ccccc21
  x	u
(109) Cc1cc(C)c2c(CN3CCC(C)CC3)cc(=O)oc2c1C
  x	u
(110) CN(C(=O)C1CCCO1)C1CCS(=O)(=O)C1 (stereo unspecified)
  -1.0	-15.9%[0.0737 µM]
(111) CC(C)(C)NC(=O)Cn1nnnc1-c1nonc1N
  x	u
(112) O=C1C2CCCN2C(=O)N1CCCCN1CCN(c2cccc(Cl)c2)CC1 (stereo unspecified)
  2.2	-3.0%
(113) CC(Sc1ccc(Cl)cc1)C(=O)Nc1ccc(S(=O)(=O)N2CCOCC2)cc1 (stereo unspecified)
  x	u
(114) COC(=O)c1sc(N2CCCCC2)c(C#N)c1N
  12.2	5.6%
(115) O=C(CCNC(=O)c1ccc(Br)o1)NC1CCCC1
  -10.2	0.2%
(116) Cc1ccc(O)c(-c2cc(C(=O)Nc3ccc(S(=O)(=O)Nc4nc(C)cc(C)n4)cc3)[nH]n2)c1
  x	u
(117) COc1cc(/C=N/NS(=O)(=O)c2ccc(C)cc2)ccc1OCc1ccc(C(=O)O)cc1
  -16.6	-1.8%
(118) CCCn1cc(SCC(N)=O)c2ccccc21
  x	u
(119) N#Cc1sc2nc(C3CC3)cc(-c3ccccc3)c2c1N
  5.5	11.6%
(120) Nn1c(SCC(=O)Nc2ccccc2Br)nnc1-c1ccco1
  x	u
(121) CCOC(=O)[C@@H]1[C@H]2COc3ccccc3[C@H]2N2C(=O)N(c3ccc(OC)cc3)C(=O)[C@]12C
  x	u
(122) COc1c(O)ccc2cnn(-c3ccccc3C)c(=O)c12
  -0.4	9.9%
(123) CCOC(=O)N1CCC(Nc2c([N+](=O)[O-])cc(C(=O)O)cc2[N+](=O)[O-])CC1
  12.9	5.8%

Source: PubChem
